tuberculosis growth: growth inhibition of non-replicating M. tuberculosis (AID 488890). inhibition, % at 25 µM; hits with a dose series show IC50 in µM. Mycobacterium tuberculosis non-replicating, growth inhibition; higher % means a stronger effect. actives 0.39% (n = 320,000); in the data active = a potency from the dose series; inconclusive = inhibition mostly from about 82% at the one dose, without a potency; inactive = the rest, 99 in 100 with inhibition below about 76%;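 also: plate controls were DMSO cells for no effect and high antibiotic wells for full effect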
inhibitors of VEEV: inhibitors of VEEV TC-83 cytopathic effect, confirmation, Vero cells (AID 588727); Vero cells, VEEV TC-83 cytopathic effect inhibition; higher % means a stronger effect; one-dose inhibition, % at 20 µM; IC50 in µM for titrated hits; actives 0.13% (n = 350,000); in the data active = a potency from the dose series; inconclusive = inhibition mostly from about 14% at the one dose, without a potency; inactive = the rest, 99 in 100 with inhibition below about 12%; also: strong numbers were not always called active
H1N1 NS1A inhibition: NS1A inhibition, H1N1 influenza, cell based functional assay (AID 504329); one-dose inhibition, % at 12.5 µM; IC50 in µM for titrated hits; NS1A functional cell-based assay, percent inhibition; higher % means a stronger effect; actives 0.3% (n = 340,000); in the data active = a potency from the dose series; inconclusive = inhibition above about 27% without an active follow-up result; also: strong numbers were not always called active
H37Rv inhibition: M. tuberculosis growth inhibition, HTS (AID 449762); M. tuberculosis H37Rv growth inhibition, 7H9 media; higher % means a stronger effect; inhibition, % at 25 µM; hits with a dose series show IC50 in µM; actives 0.59% (n = 330,000); in the data active = a potency from the dose series; inconclusive = inhibition above about 70% without an active follow-up result;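 also: bacterial growth assessed after seven days of incubation; strong numbers were not always called active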
Salmonella PhoP GFP: Inhibition of PhoP regulon, Salmonella typhi GFP reporter cells, confirmation, 4 h (AID 1850); Salmonella Typhi PhoP-promoter GFP reporter, fluorescence, 4 h; higher % means a stronger effect; actives 0.33% (n = 310,000); inhibition, % at 50 µM; hits with a dose series show IC50 in µM; in the data active = a potency from the dose series; inconclusive = inhibition mostly from about 25% at the one dose, without a potency; inactive = the rest, 99 in 100 with inhibition below about 19%;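 also: 0% = induced wells with vehicle and 100% = uninduced wells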
inhibitors of VEEV 10K pilot screen: further read-out of inhibitors of VEEV, marked with its call; inhibition, %; measured here: 10K pilot screen inhibition
The depositor's hits bear a star; i = inactive; ? = inconclusive; nt = not tested or not shown.

SMILES	tuberculosis growth	inhibitors of VEEV	H1N1 NS1A inhibition	H37Rv inhibition	Salmonella PhoP GFP	others
CC(=O)CSc1nc2ccccc2s1	51%	1.9%	-1%	0%	-15%
O=C(O)CCNS(=O)(=O)c1ccc2c(c1)CCCC2	-14%	5.0%	4%	-6%	11%
CSc1sc(C(=O)OC(C)C)c2c1C(=O)CC(C)(C)C2	5%	4.7%	-16%	5%	0%
CCn1c(C(=O)N2CCc3ccccc3C2)cc2oc3ccccc3c21	32%	4.3%	7%	9%	-3%
COc1ccc(CNC(=O)CN2C(=O)NC(C)(c3ccc(Cl)cc3)C2=O)cc1 (stereo unspecified)	0%	0.2%	-20%	2%	-7%
COC(=O)C1=C(C)N(C)C(=S)NC1c1ccc(Cl)cc1 (stereo unspecified)	21%	0.5%	-1%	-1%	-1%
COc1ccc(C(C(=O)NCC2CCCO2)N(C(=O)Cn2nnc3ccccc32)c2ccc(NC(C)=O)cc2)cc1OC (stereo unspecified)	2%	i	-18%	-5%	-7%
O=[N+]([O-])c1ccc2nc(SCc3cn4cccnc4n3)[nH]c2c1	nt	0.9%	0%	9%	-5%
CCCn1c(NC(=O)c2ccc(Br)cc2)nc2ccccc21	?	3.7%	-1%	?	2%
CS(=O)(=O)NC1c2cccc3cccc(c23)C1N1CCOCC1 (stereo unspecified)	3%	i	-1%	-6%	3%
COC(=O)CNC(c1ccccc1)c1cc(Br)ccc1N (stereo unspecified)	6%	i	-3%	-1%	9%
CC(C)(C)C(=O)CSc1nnc(Nc2ccccc2)s1	44%	0.9%	-3%	-2%	7%
O=C(CSc1cccc[n+]1[O-])c1ccc(Cl)cc1	?	0.5%	-4%	?	14%
CC(C)(C)C1COc2ccccc2N1C(=O)c1cccc(Cl)c1 (stereo unspecified)	1%	i	-16%	2%	0%
CCOC(=O)c1sc(NC(=O)c2cc(-c3cccc(O)c3)on2)c(C(=O)OCC)c1C	nt	2.5%	9%	2%	-25%
CC(C)S(=O)(=O)c1csc(NC(=O)Nc2cccc([N+](=O)[O-])c2)c1Cl	-4%	0.2%	8%	10%	-1%
O=C(NNC(=O)c1ccccc1OCc1ccccc1)c1ccccc1F	1%	1.0%	-29%	7%	2%
Cc1ccc(C)c(OCCC(=O)OCC(=O)N2CCN(S(=O)(=O)c3ccc(Cl)cc3)CC2)c1	47%	1.8%	-20%	-3%	14%
CC(=O)Nc1ccc(NCN2C(=O)[C@@H]3[C@H]4CC[C@H](C4)[C@@H]3C2=O)cc1	-12%	1.2%	-1%	-18%	-5%
O=C(Nc1ccccc1)NC1CCS(=O)(=O)C1 (stereo unspecified)	-12%	0.9%	6%	-8%	-2%	inhibitors of VEEV 10K pilot screen=1.1
O=C(NCc1ccco1)C1CC(c2cccc([N+](=O)[O-])c2)=NO1 (stereo unspecified)	-2%	0.4%	15%	-8%	-6%
CN(C)CCCNC(=S)N(CCCN(C)C)Cc1cc2cc3c(cc2[nH]c1=O)OCO3	-25%	0.9%	0%	-3%	1%
O=C(CN1CCN(S(=O)(=O)c2ccc(F)cc2)CC1)Nc1ccccc1C(=O)NC1CC1	nt	8.8%	-7%	nt	nt
CC(C)Cc1nc(Cl)c(C#N)c2c1CCCC2	-10%	1.2%	0%	-3%	-3%

Among those listed so far, two have a tert-butyl group.
SMILES	tuberculosis growth	inhibitors of VEEV	H1N1 NS1A inhibition	H37Rv inhibition	Salmonella PhoP GFP	others
CC(C)(C)C(=O)CSc1nnc(Nc2ccccc2)s1	44%	0.9%	-3%	-2%	7%
CC(C)(C)C1COc2ccccc2N1C(=O)c1cccc(Cl)c1 (stereo unspecified)	1%	i	-16%	2%	0%

New compounds follow:
SMILES	tuberculosis growth	inhibitors of VEEV	H1N1 NS1A inhibition	H37Rv inhibition	Salmonella PhoP GFP	others
O=C1c2ccccc2C(=O)N1Cc1nn2c(-c3ccc(Cl)cc3)nnc2s1	-8%	0.1%	-17%	-7%	-10%
Cc1nc(C)n(CC(O)COc2ccc3ccccc3c2)n1 (stereo unspecified)	18%	0.4%	2%	-4%	-1%
C/C(=N\NC(=O)c1cccc2ccccc12)c1cccs1	-6%	5.0%	-1%	-8%	-7%
COc1ccc(/C=C(\C#N)C(=O)Nc2ccc3[nH]c(=O)[nH]c3c2)cc1	12%	0.6%	14%	7%	3%
O=C(Cn1c2c(c(=O)n3ncnc13)CCC2)N/N=C/c1ccc(Cl)cc1	-11%	i	-1%	-6%	6%
CC(C)Oc1ccc(/C=N/NC(N)=S)cc1	?	4.8%	-3%	?	-4%
Cc1ccc(CN2CCN(/N=C/c3cccnc3)CC2)c(C)c1	-2%	0.2%	1%	4%	-6%
COc1ccc(Cn2c(=O)[nH]c3cc(C(=O)N4CCN(c5ccc(OC)cc5)CC4)ccc3c2=O)cc1	-1%	0.4%	-9%	4%	8%
O=C(Nc1cc(C(F)(F)F)ccc1N1CCCC1)c1cccnc1	13%	1.5%	-26%	-2%	-3%
COCCn1c(SCC(=O)NC(=O)NCc2ccccc2)nc2ccccc2c1=O	2%	0.5%	-2%	-1%	nt
CC(C)CCNC(=O)C(c1ccco1)N(C(=O)Cn1nnc2ccccc21)c1ccc2c(c1)OCO2 (stereo unspecified)	-3%	i	7%	-3%	-1%
O=C(NCc1ccccn1)Nc1ccc(Br)cc1Cl	8%	i	-6%	-2%	-2%
Cc1cc(C)nc(CCNC(=O)c2cc(COc3ccccc3)on2)n1	12%	4.9%	-4%	19%	11%
CCOC(=O)NC(Nc1ccc(OC)cc1)(C(F)(F)F)C(F)(F)F	27%	0.4%	2%	?	-1%
COc1ccc(/C=N/NC(=O)COc2cc(C)cc(C)c2)cc1COC(C)=O	-8%	0.5%	11%	-5%	1%
Cc1nnc(SCc2c(Cl)cccc2[N+](=O)[O-])s1	23%	i	-15%	-5%	12%
CN(C)C=NC1=NN(c2cccc(C(F)(F)F)c2)CC1	11%	2.1%	-3%	?	-11%
CCCOC(=O)c1ccc(Oc2cn[nH]c2-c2ccc(OC)cc2O)cc1	0%	6.3%	13%	-3%	-6%
COc1ccc(NS(=O)(=O)c2cc(Br)cc3c2N(C(C)=O)CC3)cc1	-5%	1.1%	5%	-2%	13%
CCCCCSc1nnc2c(n1)OC(C)N(C(C)=O)c1ccccc1-2 (stereo unspecified)	16%	1.3%	-3%	-5%	2%
COc1ccc(N(Cc2ccccc2)S(=O)(=O)c2ccc(C)cc2)cc1	-6%	4.6%	nt	-5%	7%
COc1ccc(-c2cc3cc(-c4cc(OC)c(OC)c(OC)c4)ccc3o2)cc1	-17%	1.1%	-113%	5%	nt
CCCNC(=S)N1CCC(NC(=O)Nc2ccc(C)cc2)CC1	-1%	0.5%	-12%	2%	-5%
COc1ccccc1NS(=O)(=O)c1cc(-c2cc(C)no2)ccc1OC	13%	2.0%	10%	10%	-15%
CCCN(c1ccc(C(C)C)cc1)S(=O)(=O)c1c(C)[nH]c(=O)[nH]c1=O	3%	i	21%	3%	-4%
Cn1c(NC(=O)c2ccccc2F)cc(=O)n(C)c1=O	nt	0.0%	-3%	0%	-3%
CCOC(=O)C(Cc1ccccc1)C(=O)Nc1nccs1 (stereo unspecified)	10%	2.4%	-4%	8%	-6%
CNC(=O)C1CC(=O)N(c2ccc(F)c(Cl)c2)C1 (stereo unspecified)	-10%	2.0%	-10%	-2%	-7%
COC(=O)/C(=N\Nc1ccc(Cl)cc1)Sc1nnc(-c2ccc(OC)cc2)n1C	-5%	0.7%	15%	-7%	-1%
O=C(CCc1nnc2n(Cc3ccccc3)c(=O)c3ccccc3n12)NCCN1CCOCC1	1%	0.0%	14%	-6%	-9%
O=C(Nn1cc(C(=O)N2CCN(c3ccccc3F)CC2)c2ccccc2c1=O)c1cnccn1	48%	1.8%	13%	nt	-10%
Cc1cccc(C)c1N(CC(=O)N1CCN(c2ccccc2F)CC1)S(C)(=O)=O	11%	i	1%	1%	0%
CC1CN(C(=O)C(C)OC(=O)c2ccc3ncsc3c2)CC(C)O1 (stereo unspecified)	-2%	1.0%	-8%	-6%	nt
CN(C(=O)COC(=O)c1cc(S(=O)(=O)N2CCCCC2)ccc1Cl)c1ccccc1	22%	1.5%	-1%	-2%	nt
O=C(c1cccc(F)c1)N1CCCc2ccccc21	6%	i	-2%	4%	-7%
C=CCc1ccccc1OCC(O)CN(CC)CC (stereo unspecified)	75%	0.2%	5%	-2%	-11%
CC(C)(C)OC(=O)NCC12C=CC(O1)C1C(=O)N(Cc3ccccc3)C(=O)C12 (stereo unspecified)	10%	5.9%	4%	5%	0%
O=C(NCc1ccc(Cl)cc1)C1CCC(CNc2c(N3CCCCC3)c(=O)c2=O)CC1 (stereo unspecified)	nt	1.2%	11%	-4%	-1%
COCCNS(=O)(=O)c1cc(-c2nn(C)c(=O)c3ccccc23)ccc1C	-2%	3.8%	2%	-2%	-3%
CC[C@H](C)C(=O)N[C@H]1CCCN1C(=O)/C=C/c1ccccc1	-2%	0.8%	-8%	-1%	nt
O=C1CCC(=O)N1CC(=O)N1CCCc2ccccc21	-3%	2.1%	6%	-7%	10%
C[C@@H]1NS(=O)(=O)[C@H]2C[C@@H]3C=C[C@]2(O3)[C@H]1OC(=O)Nc1ccc(C(F)(F)F)cc1[N+](=O)[O-]	nt	0.2%	0%	-3%	nt
c1ccc(-c2ccc3c(c2)c2c4n3CCN=C4CCC2)cc1	?	40%	-7%	?	6%
O=C(c1ccccc1)n1ccc(-c2cccs2)n1	1%	2.8%	-4%	8%	-5%
Cc1ccc(-c2nc3ccccc3c(=O)n2-c2ncccc2C)cc1	10%	2.1%	8%	13%	5%
O=C(COC(=O)c1ccco1)NNC(=O)c1ccc(Cl)cc1	15%	1.9%	-3%	2%	nt
O=C(CSc1ccc2nnc(-c3ccc(F)cc3)n2n1)NCc1ccco1	0%	0.8%	3%	-4%	14%
O=C(Cn1ccc2ccccc2c1=O)NCCC(=O)Nc1cccnc1	8%	0.4%	4%	4%	-1%

Among those listed so far, 4 contain bromine.
SMILES	tuberculosis growth	inhibitors of VEEV	H1N1 NS1A inhibition	H37Rv inhibition	Salmonella PhoP GFP	others
CCCn1c(NC(=O)c2ccc(Br)cc2)nc2ccccc21	?	3.7%	-1%	?	2%
COC(=O)CNC(c1ccccc1)c1cc(Br)ccc1N (stereo unspecified)	6%	i	-3%	-1%	9%
O=C(NCc1ccccn1)Nc1ccc(Br)cc1Cl	8%	i	-6%	-2%	-2%
COc1ccc(NS(=O)(=O)c2cc(Br)cc3c2N(C(C)=O)CC3)cc1	-5%	1.1%	5%	-2%	13%

More structures follow.
SMILES	tuberculosis growth	inhibitors of VEEV	H1N1 NS1A inhibition	H37Rv inhibition	Salmonella PhoP GFP	others
CCN1C(=Nc2ccc(Cl)cc2)SC/C1=C\C(=O)OC	7%	1.0%	-1%	9%	-11%
CC1CCCN(c2ccc(C(=O)NCC3CCCO3)cn2)C1 (stereo unspecified)	-3%	1.0%	-6%	6%	5%
CCc1ccc(OCCSc2nc3ccccc3n2CCC(=O)O)cc1	0%	0.6%	0%	3%	-6%
CC(NS(=O)(=O)c1ccc(F)cc1)C(c1cccs1)N1CCN(C)CC1 (stereo unspecified)	-8%	i	7%	-6%	-6%
Cc1ccc(C)n1-c1ccsc1C(=O)CC#N	26%	1.6%	2%	13%	-37%
Cc1cccc(C(=O)N2CCN(c3ccccn3)CC2)c1	-16%	0.2%	7%	5%	-2%
Cc1ccc(CC2CC(=O)N(CCc3ccccc3)C2=O)cc1 (stereo unspecified)	26%	1.6%	-4%	8%	5%
O=C(COc1cccc2cccnc12)N/N=C/c1ccccc1O	21%	4.8%	1%	-3%	17%
COc1ccc(C2OC(=O)CC2C(=O)N2CCN(c3cc(Cl)ccc3C)CC2)cc1OC (stereo unspecified)	9%	1.3%	31%	-4%	3%
Cc1ccc2cc3c(NC(=O)C(C)C)nn(C)c3nc2c1	12%	0.2%	-9%	0%	2%
Cc1cccc2cc(C#N)c(NCc3ccccc3)nc12	4%	1.3%	-9%	4%	7%
O=S1(=O)NC2CCCCCN2c2ccc(F)cc21 (stereo unspecified)	0%	0.5%	-19%	-14%	1%
O=C(Nc1ccccc1)C(CCCCN1C(=O)c2ccccc2C1=O)N1C(=O)c2ccccc2C1=O (stereo unspecified)	nt	3.8%	0%	nt	nt
O=C(Nc1nc(-c2ccccn2)cs1)c1cccc(-n2cnnn2)c1	?	9.8%	-29%	?	1%
NC(=O)c1ccsc1NC(=O)COC(=O)c1nc(Cl)ccc1Cl	5%	2.5%	-9%	-2%	0%
c1ccc(C2NCCn3cccc32)cc1 (stereo unspecified)	5%	i	2%	0%	2%

An unsorted share of the library; overall some 1.5% were active at least once.
